Source: PubChem BioAssay
MPTP inh = inhibitors of mitochondrial permeability transition pore; isolated mouse mitochondria, Ca2+ swelling absorbance, 30 min; inhibition, % at 10 µM; actives 1.4% (n = 360,000);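 active means inhibition of 50% or more, scaled per plate between neutral and stimulator controls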;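 further: 0% = DMSO wells given calcium and 100% = 1 mM EGTA wells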
beta cell repl = inducers of beta-cell replication in MIN6 cells; MIN6 cells proliferation, ATPlite luminescence, 48 h; cells starved in 0.2% serum; 100% = growth in 10% serum; actives 0.29% (n = 330,000); proliferation, % at 10 µM;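 active means compounds whose signal lies at least 3.5 SD above the mean of all wells on their plate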;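 further: 0% = DMSO-treated cells in low-serum medium and 100% = 10% serum control; some compounds called inactive have numbers as strong as hits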
ATG4B inh = blocks human ATG4B protease cleavage of LC3 substrate | actives 0.51% (n = 340,000) | ATG4B cleavage of LC3-PLA2, NBD-HPC fluorescence, 1 h | inhibition, % at 8.33 µM | AID 504462; in the data active means inhibition above about 40%
Target sequence (Q9Y4P1 whole entry, looked up): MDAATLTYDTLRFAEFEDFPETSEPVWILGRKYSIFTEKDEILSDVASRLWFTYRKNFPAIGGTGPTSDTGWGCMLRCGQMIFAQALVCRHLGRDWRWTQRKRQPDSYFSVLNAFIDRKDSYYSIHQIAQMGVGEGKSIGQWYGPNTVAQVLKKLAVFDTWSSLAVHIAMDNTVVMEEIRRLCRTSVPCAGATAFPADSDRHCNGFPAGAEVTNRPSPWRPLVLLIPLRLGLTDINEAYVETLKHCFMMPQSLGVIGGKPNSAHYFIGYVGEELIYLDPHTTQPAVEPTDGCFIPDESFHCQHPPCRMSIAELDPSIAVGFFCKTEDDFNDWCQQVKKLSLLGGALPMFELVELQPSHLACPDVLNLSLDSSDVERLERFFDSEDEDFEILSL
hIAP act = human IAP activation. P09923. activation factor at 10 µM. purified human IAP, CDP-Star luminescence, 30 min; hits give high values; 1 = vehicle-only enzyme, 0 = enzyme-free background. actives 0.16% (n = 330,000);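 active means activation factor of the enzyme at least 2-fold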; further: the source names both 10 and 20 µM as test concentration; values of inactives mirror those of a sister screen read the other way
Target sequence (P09923 whole entry, looked up): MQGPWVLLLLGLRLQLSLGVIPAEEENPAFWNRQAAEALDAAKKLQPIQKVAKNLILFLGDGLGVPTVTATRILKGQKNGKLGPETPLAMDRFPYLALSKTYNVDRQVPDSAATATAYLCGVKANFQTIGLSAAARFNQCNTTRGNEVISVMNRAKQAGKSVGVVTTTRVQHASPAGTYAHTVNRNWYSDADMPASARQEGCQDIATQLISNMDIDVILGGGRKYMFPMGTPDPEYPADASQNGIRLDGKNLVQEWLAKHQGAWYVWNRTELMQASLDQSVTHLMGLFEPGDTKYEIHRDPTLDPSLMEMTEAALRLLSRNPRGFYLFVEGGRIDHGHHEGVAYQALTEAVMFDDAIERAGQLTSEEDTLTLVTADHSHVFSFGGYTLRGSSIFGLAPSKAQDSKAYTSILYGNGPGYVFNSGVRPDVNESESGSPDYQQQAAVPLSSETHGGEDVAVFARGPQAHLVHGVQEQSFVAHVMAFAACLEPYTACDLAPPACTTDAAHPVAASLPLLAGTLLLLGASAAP
APOBEC3A inh = blocks human APOBEC3A ssDNA deamination | actives 0.41% (n = 330,000) | recombinant A3A, FAM/TAMRA ssDNA deamination fluorescence | P31941 | inhibition, % at 20 µM;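 active means at least 40% inhibition at 20 µM here, with at most 30% in a related deaminase screen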;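 further: plate controls were A3A with DMSO for no effect and wells lacking A3A enzyme for full effect; some results filed as inactive read as strong as hits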
mIAP block = mouse IAP inhibition; inhibition, % at 10 µM; actives 0.2% (n = 330,000); AID 2806; purified mouse IAP, CDP-Star luminescence, 30 min;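 active means inhibition of at least 40% at 10 µM in the primary screen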;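 further: plate controls were DMSO with enzyme for no effect and no enzyme wells for full effect; values of inactives mirror those of a sister screen read the other way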
APOBEC3G inh = APOBEC3G (human) deaminase inhibition; Q9HC16; recombinant A3G, ssDNA deamination FAM/TAMRA fluorescence; inhibition, % at 20 µM; actives 0.28% (n = 330,000);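 active means inhibition of at least 40% at 20 µM, with no more than 30% in the related APOBEC3A deaminase screen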;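 further: plate controls were DMSO wells with A3G for no effect and wells lacking A3G enzyme for full effect; some compounds called inactive have numbers as strong as hits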
hIAP inh = human IAP inhibition; inhibition, % at 10 µM; actives 0.12% (n = 330,000); purified IAP, CDP-Star luminescence, 30 min; P09923;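 active means inhibition reaching a set limit with compound at 10 µM in the primary screen, cut at about 35% in these data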;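 further: plate controls were DMSO wells with enzyme for no effect and no-enzyme buffer wells for full effect; values of inactives mirror those of a sister screen read the other way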
mIAP activ = mouse IAP activation; activation factor at 10 µM; actives 0.24% (n = 330,000); muIAP, CDP-Star luminescence, 30 min; hits give high values; 1 = vehicle-only enzyme signal, 0 = enzyme-free wells;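 active means activation factor of at least 2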; further: the source names both 10 and 20 µM as test concentration; values of inactives mirror those of a sister screen read the other way
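Assay system: mouse IAP enzyme / Compound: DMSO-dissolved test compounds / Timing: 30 min, room temperature / Measured by: luminescence from enzymatic CDP-Star hydrolysis / Control set: DMSO-only wells, enzyme-free buffer wells as negative control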
* marks the source's active call; other numbers are inactive results; . = not tested or not shown.

SMILES | MPTP inh | beta cell repl | ATG4B inh | hIAP act | APOBEC3A inh | mIAP block | APOBEC3G inh | hIAP inh | mIAP activ
Cc1cccn2c(CN3CCSCC3)c(C(=O)N3CCOCC3)nc12 | 1.0 | 0 | 9 | 0.95 | -1 | 8 | -9 | 5 | 0.92
CC(=O)N1CCc2cc(S(=O)(=O)CCC(=O)Nc3cc(C)cc(C)c3)ccc21 | 0.5 | -4 | 1 | 0.92 | -1 | -8 | 1 | 8 | 1.1
C=CCn1c(SCC(=O)Nc2ccccc2F)nnc1C(C)NC(=O)c1ccccc1F (centres undefined) | -1.4 | 0 | -3 | 1.1 | -2 | 7 | -5 | -5 | 0.93
Cn1cc(CN2CCN(CCc3ccccc3)C(CCO)C2)cn1 (centres undefined) | 1.1 | -1 | 6 | 1.1 | -5 | 0 | -10 | -9 | 0.99
O=C(Nc1nc2ccc(S(=O)(=O)N3CCCCC3)cc2s1)c1cccnc1 | -0.7 | 4 | 4 | 0.87 | 0 | 0 | -5 | 13 | 0.99
CS(=O)(=O)N(Cc1ccccc1)c1ccc(C(=O)N2CCc3ccccc3C2)cc1 | -0.6 | -5 | 12 | 0.87 | -3 | 3 | -4 | 13 | 0.97
Cc1cc(SCc2ccc(C(F)(F)F)cc2)nc(=O)[nH]1 | -3.6 | -3 | -4 | 1.1 | -5 | -2 | -6 | -5 | 1
CCOC(=O)c1c(N)sc(C(=O)N(C)C)c1C | 0.5 | -1 | -3 | 1.2 | -1 | -4 | -4 | -19 | 1
CCOC(=O)C1(CCOC)CCN(Cc2ccc(C3CCCCO3)s2)CC1 (centres undefined) | 1.7 | -3 | 20 | 0.86 | -1 | -7 | -10 | 14 | 1.1
CCOC(=O)c1c(NC(=O)COC(=O)Cn2c(C)nc3ccccc32)sc2c1CCCC2 | 2.2 | -1 | -9 | 1.1 | 0 | 7 | -1 | -6 | 0.93
O=C(CSc1nnc(CNc2ccc(F)cc2)n1-c1ccccc1)N1CCOCC1 | -3.3 | -1 | 6 | 1.1 | -4 | 5 | -6 | -6 | 0.95
CCOc1ncccc1C(=O)N1CCCSC1=Nc1ccccc1OC | -0.3 | -3 | -10 | 0.89 | -5 | 3 | -14 | 11 | 0.97
CCOC(=O)c1cnc(SC)nc1Oc1cccc(NS(=O)(=O)c2ccc(C)cc2)c1 | 0.1 | -3 | -14 | 1.1 | 2 | 11 | -2 | -12 | 0.89
CCN(CC)S(=O)(=O)c1ccc(NC(=S)NC(=O)C2CCC2)cc1 | 0.3 | -3 | -12 | 0.96 | -1 | 8 | -1 | 4 | 0.92
O=C(NCc1ccncc1)c1cccc(NS(=O)(=O)c2ccc(F)c(F)c2)c1 | -1.4 | -1 | 1 | 1.1 | -1 | -7 | -1 | -8 | 1.1
CCn1nc(C)cc1C(=O)N1CCCC(N(C)CCc2ccc(OC)c(OC)c2)C1 (centres undefined) | 1.0 | 0 | 23 | 1.2 | 1 | 1 | -2 | -15 | 0.99
COC(=O)CCC(=O)Nc1ccc(S(=O)(=O)N2CCc3ccccc32)cc1 | 1.0 | 2 | -9 | 0.96 | 5 | -13 | 3 | 4 | 1.1
COc1ccc2nc(SCc3cccc(C)c3)nc(C)c2c1 | 7.2 | -4 | 1 | 0.95 | 0 | 3 | -3 | 5 | 0.97
COc1cc(C(=O)c2c(C)c(CCC#N)n3ccccc23)cc(OC)c1OC | -0.4 | -1 | 1 | 1 | -3 | 1 | -8 | -1 | 0.99
CCOc1ccc(N2CC(C(=O)Oc3ccccc3)CC2=O)cc1 (centres undefined) | 0.7 | -2 | -3 | 1.1 | -7 | -3 | -5 | -14 | 1

Pulled by compound from the list above:
SMILES | MPTP inh | beta cell repl | ATG4B inh | hIAP act | APOBEC3A inh | mIAP block | APOBEC3G inh | hIAP inh | mIAP activ
CCOc1ccc(N2CC(C(=O)Oc3ccccc3)CC2=O)cc1 (centres undefined) | 0.7 | -2 | -3 | 1.1 | -7 | -3 | -5 | -14 | 1
O=C(CSc1nnc(CNc2ccc(F)cc2)n1-c1ccccc1)N1CCOCC1 | -3.3 | -1 | 6 | 1.1 | -4 | 5 | -6 | -6 | 0.95
Cc1cc(SCc2ccc(C(F)(F)F)cc2)nc(=O)[nH]1 | -3.6 | -3 | -4 | 1.1 | -5 | -2 | -6 | -5 | 1
O=C(NCc1ccncc1)c1cccc(NS(=O)(=O)c2ccc(F)c(F)c2)c1 | -1.4 | -1 | 1 | 1.1 | -1 | -7 | -1 | -8 | 1.1
COc1cc(C(=O)c2c(C)c(CCC#N)n3ccccc23)cc(OC)c1OC | -0.4 | -1 | 1 | 1 | -3 | 1 | -8 | -1 | 0.99
CS(=O)(=O)N(Cc1ccccc1)c1ccc(C(=O)N2CCc3ccccc3C2)cc1 | -0.6 | -5 | 12 | 0.87 | -3 | 3 | -4 | 13 | 0.97
CCOC(=O)C1(CCOC)CCN(Cc2ccc(C3CCCCO3)s2)CC1 (centres undefined) | 1.7 | -3 | 20 | 0.86 | -1 | -7 | -10 | 14 | 1.1

(continued)
SMILES | MPTP inh | beta cell repl | ATG4B inh | hIAP act | APOBEC3A inh | mIAP block | APOBEC3G inh | hIAP inh | mIAP activ
CCOc1ccc(NC(=O)Cn2cc(C(=O)CC)c3ccccc32)cc1 | 1.0 | -1 | -2 | 0.95 | -3 | -2 | -11 | 5 | 1
N#CC[C@H](Cc1ccccc1)N1CCN(CCc2ccccc2)CCC1=O | 1.3 | 4 | -11 | 1 | 0 | 2 | -2 | 0 | 0.98
CC[C@H]1CCCCc2ccccc2[C@@H](C(=O)C[C@@H](O)CC(C)=O)OC1=O | 0.2 | -1 | 7 | 1 | -4 | 5 | -6 | -1 | 0.95
O=C(O)C1CCN(C(=O)CSc2nc3ccccc3s2)CC1 | -0.1 | 3 | 6 | 1.1 | -1 | 5 | -2 | -8 | 0.95
CC(C)OCCCn1c(=O)c2ccccc2n2c(CCC(=O)O)nnc12 | -1.9 | -2 | 3 | 1.2 | -1 | -4 | -4 | -16 | 1
COc1ccccc1Nc1ncc(C(=O)Nc2ccc(OC)c(OC)c2)c2ccccc12 | 0.3 | 3 | -1 | 0.99 | 2 | 1 | -8 | 1 | 0.99
Cc1ccc(NC(=O)c2cnn(-c3ccccc3)c2NC(=O)c2ccco2)cc1 | -1.2 | -1 | 0 | 0.85 | -5 | -3 | -7 | 15 | 1
CC(=O)Nc1ccc(S(=O)(=O)Nc2ccc3c(c2)OCCO3)cc1Cl | 79* | -4 | 2 | 1 | 1 | -2 | 4 | -4 | 1
CCN(CC)C(=O)c1[nH]cnc1C(=O)N[C@@H](CC(C)C)C(=O)OCc1ccccc1 | -0.1 | -8 | 5 | 1.2 | -3 | 0 | -4 | -18 | 1
CC(/C=N/n1c(-c2cc(C)[nH]n2)n[nH]c1=S)=C\c1ccco1 | -1.5 | -2 | -5 | 0.83 | 6 | 18 | 61* | 17 | 0.82
Cc1ccc(C)c(OCC(=O)Nc2ccccc2C(=O)N2CCN(C)CC2)c1 | -0.6 | 3 | 1 | 0.95 | -2 | 15 | -8 | 5 | 0.85
CCOc1ccc(/C=C2\SC(=O)N(CCNC(=O)CN3C(=O)NC4(CCCC4)C3=O)C2=O)cc1OC | 0.5 | 0 | -9 | 1.4 | 5 | -2 | 0 | -39 | 1
O=C(c1cccs1)c1coc2ccc(O)c(CN(CCO)CCO)c12 | -2.0 | 1 | -7 | 1.1 | -1 | 8 | -4 | -11 | 0.92
Cc1nn(C(=O)c2cccnc2)c(C)c1Sc1ccccc1 | 1.6 | 0 | -6 | 1 | 3 | 7 | -2 | -1 | 0.93
COc1ccc(CCC(C)N(C)Cc2ccccc2)cc1 (centres undefined) | 0.5 | 6.6* | 2 | 1.2 | -5 | 3 | 0 | -16 | 0.97
O=C(Cc1ccccc1)Nc1ccc(Cl)cn1 | -0.5 | -1 | -1 | 0.94 | -2 | -1 | -3 | 6 | 1
COC(=O)c1ccccc1NC(=O)C1CCCN(c2nnc(-n3cccc3)s2)C1 (centres undefined) | -0.3 | -1 | 12 | 0.95 | -3 | 4 | -6 | 5 | 0.96
CN(Cc1ccccc1)C(=O)COC(=O)c1cc([N+](=O)[O-])ccc1N1CCOCC1 | 1.3 | -1 | -4 | 0.89 | 0 | 9 | -6 | 12 | 0.91
CCC(C)n1c(OC)nc2c1c(=O)n(C)c(=O)n2C (centres undefined) | -0.9 | -2 | 3 | 1 | -4 | -4 | -6 | -2 | 1
CCc1nc(SCC(=O)N2CCCCC2)c2c(=O)n(C)c(=O)n(C)c2n1 | 2.2 | 2 | 0 | 0.91 | 1 | 6 | -3 | 10 | 0.94
O=C(N=Nc1c(O)[nH]c2ccc([N+](=O)[O-])cc12)c1ccccc1[N+](=O)[O-] | 5.2 | -5 | -13 | 1.4 | 2 | 30 | 4 | -36 | 0.7
NS(=O)(=O)c1ccc(CCNC(=O)CSc2nc3ccsc3c(=O)n2C2CC2)cc1 | -0.9 | 0 | 4 | 1.1 | -1 | 11 | -1 | -7 | 0.89
O=C(Nc1ncccc1Cl)C1COc2ccccc2O1 (centres undefined) | -0.3 | -1 | 3 | 1.1 | -1 | -6 | -5 | -13 | 1.1
Cc1c(OCC(=O)N[C@@H](Cc2ccccc2)C(=O)O)ccc2c3c(c(=O)oc12)CCC3 | 0.1 | 2 | -4 | 1.1 | -4 | 10 | -8 | -6 | 0.9
C#CCOCCOCCOCCNc1nc(N2CCN(C(=O)[C@H]([C@@H](C)CC)n3cc([C@@H](N)Cc4ccc(O)cc4)nn3)CC2)nc(N2CCN(C(=O)[C@H](CCCCN)n3cc([C@@H](N)CO)nn3)CC2)n1 | . | 1 | . | 1.1 | -7 | -20 | -9 | -11 | 1.2
CCCCCc1ccc(-c2cn(CC3CCCCC3)nn2)cc1 | -0.9 | -3 | -6 | 1 | -2 | -3 | -6 | -1 | 1
CC1(C)CC(NC(=O)c2ccncc2)CC(C)(C)N1O | -0.2 | -1 | -5 | 0.92 | -4 | 2 | -5 | 8 | 0.98
C[C@@H](C(=O)NC1CCCCC1)N1C(=O)N2CCc3c([nH]c4ccccc34)[C@@]2(C)C1=O | 2.4 | -1 | -14 | 0.83 | -2 | 3 | -6 | 17 | 0.97
COc1ccc(-c2c(C)nn(-c3ccccc3)c2N)cc1 | 2.1 | -2 | 12 | 0.83 | -1 | 2 | -2 | 17 | 0.98
Cc1n[nH]c(C)c1S(=O)(=O)N1CCCC(C(=O)N2CCc3ccccc32)C1 (centres undefined) | -0.5 | 4 | -7 | 0.88 | 1 | 6 | 1 | 12 | 0.94
Cc1cccc(CSc2nc(N)c(C#N)c(-c3cccs3)c2C#N)c1 | 36 | -6 | 6 | 0.96 | -2 | 17 | -13 | 4 | 0.83
O=c1[nH]n(-c2ccccc2)c(=O)c(Cl)c1Cl | -0.3 | 0 | 4 | 1 | -5 | -4 | -5 | 0 | 1

Compounds as they come, and some 3.3% of all compounds hit somewhere here.
